# Screens deposited in PubChem BioAssay by National Center for Advancing Translational Sciences (NCATS).
# TDP43 rescue = rescues yeast growth from TDP-43 toxicity | TDP-43 expressing yeast growth rescue, BacTiter-Glo, 24 h | Potency, µM (series often up to 46.1 µM), for the others: at the highest dose growth rescue (activation), actives largely listed as activators | 1.8% of 410,000 active | AID 652104; note: potency is the fitted concentration of half-maximal effect; % of control where 0% means no effect; nearly all actives have a fitted effect of over 50% in size
#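 Cell-based yeast growth screen: TDP-43 expression induced in galactose, inoculum OD600=0.02 after raffinose pregrowth to mid-log. Read-out BacTiter-Glo luminescence at 24 hr, 30 deg C; inhibition of toxicity seen as signal increase.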
# Abeta yeast res = A-beta toxicity reversal in yeast | yeast expressing A-beta42, growth rescue, OD600, 48 h; response scale: 0% DMSO, 100% iron-clioquinol control | Potency, µM (series often up to 46.1 µM), without a hit: top-dose growth rescue, usual class: activators | 0.063% of 410,000 active | AID 1347071; note: potency is the fitted concentration of half-maximal effect; nearly all actives have a fitted effect of over 55% in size
#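 Growth rescue measured by 600 nm absorbance after 48 h yeast culture at 30 C with compound. Values normalized between DMSO and an equimolar ferric chloride plus clioquinol control.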
# aSyn yeast inh = rescues yeast growth from alpha-synuclein toxicity. Yeast expressing alpha-synuclein, growth rescue, BacTiter-Glo, 24 h. Potency, µM (titrated, usually from 46.1 µM), inactives show top-dose growth rescue (activation), usual class: activators. 0.14% of 370,000 active. AID 652106; note: potency is the fitted concentration of half-maximal effect; % of control where 0% means no effect; nearly all actives have a fitted effect of over 65% in size
#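 Galactose-induced alpha-syn yeast (OD600=0.02, raffinose-pregrown) + pinned cpd, 24 hr, 30 deg C; growth by BacTiter-Glo luminescence. Growth restoration scores as activation.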
# FUS yeast rescue = rescues growth of FUS-expressing yeast | 0.24% of 390,000 active | Potency, µM (doses to about 76.6 µM), for the others: top-dose growth rescue (activation), usual class: activators | S. cerevisiae FUS-expressing, growth rescue, OD600, 24 h;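 note: potency is the fitted concentration of half-maximal effect; plate controls were DMSO vehicle for no effect and reference control for full effect; nearly all actives have a fitted effect of over 55% in size; some results filed as inactive show a strong effect at the top dose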
#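 Yeast FUS proteinopathy model; galactose-induced FUS (2%), starting OD 0.005. Cpds in dilution series, 24hr, 30C, 99% humidity. Abs 600 nm growth. Pos ctrl CP55940 (top 92uM final); neg ctrl DMSO.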
# GLP1R inv ag = acts as inverse agonist at human GLP-1 receptor; 1.6% of 410,000 active; P43220; HEK293 GLP-1R CRE-luciferase, luminescence, 24 h; GLP-1R form is constitutively active; Potency, µM (highest dose often 38.3 µM), for the others: top-dose activity change, negative = inhibition, usual class: inhibitors; note: potency is the fitted concentration of half-maximal effect; % is set by controls: 0 for no effect and ±100 for the full control effect; nearly all actives have a fitted effect of over 55% in size
# Target sequence (P43220 whole entry, looked up): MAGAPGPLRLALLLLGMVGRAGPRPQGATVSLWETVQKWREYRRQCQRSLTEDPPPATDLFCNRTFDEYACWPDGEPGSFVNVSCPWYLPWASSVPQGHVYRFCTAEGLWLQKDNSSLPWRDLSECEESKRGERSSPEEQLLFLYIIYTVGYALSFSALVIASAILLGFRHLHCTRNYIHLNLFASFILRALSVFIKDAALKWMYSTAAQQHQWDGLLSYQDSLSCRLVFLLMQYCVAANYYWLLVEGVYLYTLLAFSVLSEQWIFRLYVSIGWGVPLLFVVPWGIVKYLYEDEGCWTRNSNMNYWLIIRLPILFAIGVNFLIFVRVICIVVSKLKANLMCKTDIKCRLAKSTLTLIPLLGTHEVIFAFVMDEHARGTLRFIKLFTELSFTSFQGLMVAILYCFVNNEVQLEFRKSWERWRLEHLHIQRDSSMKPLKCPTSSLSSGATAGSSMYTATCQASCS
#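 HEK293 cells stably co-expressing a cAMP-responsive luciferase reporter and constitutively active GLP-1R were seeded, incubated 12 h, then exposed to compounds for 24 h at 37 C. Luminescence was read 12 min after detection reagent; inverse agonists lower signal.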
# HEK293 tox = cytotoxicity in counter-screen for GLP-1R inverse agonists; 0.13% of 410,000 active; AID 624418; HEK293 cAMP-luciferase reporter cells, luminescence, 24 h; Potency, µM (titrated, usually from 38.3 µM), inactives show at the top dose activity change, negative = inhibition, actives largely listed as inhibitors;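 note: loss of luciferase light is scored as toxicity; potency is the fitted concentration of half-maximal effect; % is set by controls: 0 for no effect and ±100 for the full control effect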
#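 Step one: seed cells (200 cells/uL, DMEM with 10% Nu serum, 1% pen-strep). Step two: 12-hour incubation at 37 deg C. Step three: pin 23 nL compound, incubate 24 hr. Step four: add luciferase reagent, read luminescence 12 min later.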
# PTHR1 ag = PTHR1 (human) receptor agonism | Q03431 | HEK293 GP2 PTHR1 cells, GloSensor cAMP luminescence, 1 h | Potency, µM (titrated, usually from 115 µM), without a hit: top-dose activation, most hits filed as activators | 0.075% of 410,000 active; note: potency is the fitted concentration of half-maximal effect; nearly all actives have a fitted effect of over 55% in size; some results filed as inactive show a strong effect at the top dose; inactives centre near -15; many of its hits are not listed in these tables
# Target sequence (Q03431 whole entry, looked up): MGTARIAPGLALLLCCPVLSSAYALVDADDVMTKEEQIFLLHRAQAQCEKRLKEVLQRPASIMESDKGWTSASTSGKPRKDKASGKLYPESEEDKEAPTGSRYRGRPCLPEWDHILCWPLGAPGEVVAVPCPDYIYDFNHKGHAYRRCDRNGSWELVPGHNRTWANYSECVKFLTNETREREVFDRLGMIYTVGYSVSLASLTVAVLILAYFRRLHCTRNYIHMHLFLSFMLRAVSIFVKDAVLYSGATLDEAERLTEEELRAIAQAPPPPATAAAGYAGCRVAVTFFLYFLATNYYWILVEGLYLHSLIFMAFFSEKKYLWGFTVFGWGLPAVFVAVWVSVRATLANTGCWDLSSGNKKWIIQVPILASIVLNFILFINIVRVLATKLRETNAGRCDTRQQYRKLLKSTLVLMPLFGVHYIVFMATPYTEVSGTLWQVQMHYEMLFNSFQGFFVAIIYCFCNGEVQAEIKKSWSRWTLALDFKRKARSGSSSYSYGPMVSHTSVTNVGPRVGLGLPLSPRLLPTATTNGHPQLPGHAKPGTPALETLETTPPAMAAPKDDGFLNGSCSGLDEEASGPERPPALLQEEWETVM
#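 HEK-293-derived GP2 cells expressing PTHR1 and a GloSensor cAMP reporter, 3,000/well, plated overnight, given luciferin plus IBMX (each 0.5 mM as added) for 1 h at 37 °C, then compound for 1 h at 37 °C. Luminescence was read after 15 min at room temperature.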
# MmCpn inh = blocks the Methanococcus maripaludis chaperonin Mm-Cpn; Potency, µM (titrated, usually from 76.9 µM), inactives show at the highest dose activity, negative = inhibition, hits mostly inhibitors; purified Mm-Cpn ATPase, ADP Transcreener TR-FRET; AID 504842; 0.031% of 330,000 active; note: potency is the fitted concentration of half-maximal effect; % is set by controls: 0 for no effect and ±100 for the full control effect; nearly all actives have a fitted effect of over 80% in size
#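 ATPase read-out: TR-FRET ADP immunoassay (anti-ADP Eu cryptate vs ADP-d2), ex 320 nm, em 590/665 nm; signal drops as ADP forms. Enzyme 25 nM, ATP 10 uM, 30 min at 37°C after 10 min compound preincubation.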
# Akt phos inh = inhibitors of Akt phosphorylation; Neuro2A IGF-stimulated pAkt S473 HTRF, 20 min; hits give low values; activity change, % for hits at 50 µM; 0.32% of 360,000 active; in the data active = activity change below about -80%; inconclusive = mostly about -51% to -80%; note: % is set by controls: 0 for no effect and ±100 for the full control effect
#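 Neuro2A cells in DMEM with 0.5% FBS, overnight at 37 deg C, given compound at single 50 µM final, then IGF (6 nM final) for 20 min at 37 deg C. Lysed; phospho-Akt Ser473 by HTRF after 24 h, 665/615 ratio.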
# * = called active by the depositor; i = inactive; ? = inconclusive; . = not tested or not shown; [ ] = dose if it differs, or a comment. Unless noted, calls come from the whole dose curve; as a rule, active = well fitted curve in the direction sought with a large enough effect; inconclusive = small, poorly fitted or top-dose-only effect, or another doubt; inactive = no such curve, though single readings can be large; an effect the other way counts as inactive or inconclusive. An excerpt; rates above refer to the full screens.
SMILES,TDP43 rescue,Abeta yeast res,aSyn yeast inh,FUS yeast rescue,GLP1R inv ag,HEK293 tox,PTHR1 ag,MmCpn inh,Akt phos inh
COc1ccc(OC)c(/C=C/C(=O)OCC(=O)N2CCCCC2)c1,-16%,1%,9%,-3%,-14%,10%,-4%,-3%,i
CC1=C(C(=O)N(C)C)CC(CC(=O)NCc2cccc3ccccc23)C(=O)N1CCCN1CCCC1=O (configuration not stated),?,6%,-2%,-18%,13%,1%,-16%,.,i
CCCC(=O)N1CCN(c2ccc([N+](=O)[O-])c(NC(C)c3ccccc3)c2)CC1 (configuration not stated),-6%,3%,.,-29%,6%,-3%,i,-2%,.
CC(C)(C)NC(=O)C(c1ccco1)N(Cc1ccc2c(c1)OCO2)C(=O)c1snc(C(N)=O)c1N (configuration not stated),5%,4%,5%,4%,3%,-5%,-6%,-1%,i
COC(=O)c1cc(OC)c(OC)cc1NCC(=O)Nc1ccc(C)cc1,22%,4%,-1%,.,-21%,0%,i,0%,i
O=C(NCc1ccco1)c1ccccc1-c1nc(-c2ccccc2)no1,-11%,3%,-3%,21%,-7%,?,i,-1%,i
CC1=C(C(=O)NCCCOC(C)C)C2(CCC(C)CC2)OC1=O (configuration not stated),11%,3%,0%,-11%,11%,9%,-1%,0%,i
COc1cccc(C(=O)NNC(=O)Cc2csc(N)n2)c1,15%,-7%,-1%,-17%,-1%,-18%,i,-1%,i
Cc1cccc(NC(=S)NC2CC3CCCC(C2)N3CC(C)C)c1 (configuration not stated),9%,17%,2%,8%,6%,-11%,i,0%,i
CCCCC1CCC(c2nc(-c3ccccn3)no2)CC1 (configuration not stated),-10%,-3%,-30%[inhibitor],?,?,5%,i,3%,i
CC(=O)OC[C@@H]1CN(Cc2ccccc2)C[C@H](n2cnc3c(NC(C)C)ncnc32)O1,20%,-17%,-3%,-6%,13%,3%,-24%,.,i
O=C(c1ccco1)N1N=C(c2ccc(Cl)cc2)CC1c1ccco1 (configuration not stated),0%,2%,5%,-12%,25%,18%,-22%,1%,i
COc1ccc(C(CNC(=O)COc2cc(C)ccc2Cl)N2CCCCC2)cc1 (configuration not stated),-7%,0%,2%,3%,6%,-6%,-23%,0%,i
COc1cccc(CN(C)CC(=O)Nc2cccc(S(=O)(=O)N(C)c3ccccc3)c2)c1OC,25%,9%,1%,.,?,-5%,-28%,.,i
CCOc1cc2[nH]c(=O)n(CCCCC(=O)N3CCN(c4cccc(Cl)c4)CC3)c(=O)c2cc1OCC,18%[9.22 µM],-2%,.,-13%,12%,-4%,-6%,.,.
Cc1cc(N2CCN(C3CCCC3)CC2)n2c(nc3ccccc32)c1C#N,0%,-9%,1%,3%,10%,16%,i,-4%,i
Oc1ccc(C[C@@H]2CNCCN2CCC23CC4CC(CC(C4)C2)C3)cc1,6%,3%,-2%,-8%,?,?,-24%,2%,i
Cc1ccc(S(=O)(=O)N2CCN(Cc3cc(=O)n4ccccc4n3)CC2)c(C)c1,1%,-14%,-3%,-7%,-16%,4%,-68%[inhibitor],-1%,i
Oc1ccc(/C=N/NC(=S)NCCN2CCOCC2)c(O)c1,8%,-1%,-2%,-1%,23%,9%,i,-3%,i
O=C(Cn1ccc([N+](=O)[O-])n1)NCC1CCCO1 (configuration not stated),2%,-16%,?,2%,2%,3%,i,2%,i
COc1ccc(CCNC(=O)c2cnc3ccccn3c2=O)cc1,8%,10%,1%,-13%,34%[activator],1%,-22%,-1%,i
O=S(=O)(Nc1ccc(Br)cc1)N1CCOCC1,-10%,3%,-1%,-5%,1%,-4%,-16%,-2%,i
CC(=O)c1ccc(NC(=O)[C@@H]2CCCN2C(=O)OC(C)(C)C)cc1,-18%,0%,-25%,12%,57%[activator],7%,i,-3%,i
CCCCN(C(=O)c1ccccc1Br)C(c1ccc(OC)cc1)c1nc2ccccc2[nH]1 (configuration not stated),21%,-2%,7%,?,?,-13%,-25%,.,i
COc1cccc(C(=O)Nc2nc3c(s2)CCCC3)c1,?,-7%,.,18%,?,-15%,-17%,.,.
Cc1oc(-c2ccccc2)nc1C(=O)Nc1nccs1,?,-7%,-8%,42%,5%,3%,i,-11%,i
CN(C)CCCN(C(=O)c1ccc(Br)s1)c1nc2cc3c(cc2s1)OCO3,-11%,5%,6%,10%,?,?,-15%,-4%,i
CC(=O)Nc1ccc(NC(=O)c2ccc(Cl)nc2)cc1,15%,-6%,8%,10%,12%,1%,i,1%,i
COc1ccc(S(=O)(=O)N2CCN(C(=O)CN3C(=O)NC(C)(C)C3=O)CC2)cc1,5%,-7%,-5%,-15%,4%,9%,-45%[inhibitor],-2%,i
COC(=O)C1=C(C)N(C)C(=O)NC1c1c(O)ccc2ccccc12 (configuration not stated),5%,13%,2%,9%,-7%,16%,i,1%,i

# Part of the list above, limited to MmCpn inh:
SMILES | MmCpn inh
COc1ccc(S(=O)(=O)N2CCN(C(=O)CN3C(=O)NC(C)(C)C3=O)CC2)cc1 | -2%
COC(=O)C1=C(C)N(C)C(=O)NC1c1c(O)ccc2ccccc12 (configuration not stated) | 1%

# Following part:
SMILES,TDP43 rescue,Abeta yeast res,aSyn yeast inh,FUS yeast rescue,GLP1R inv ag,HEK293 tox,PTHR1 ag,MmCpn inh,Akt phos inh
COc1cc(NC(=S)Nc2cccnc2)cc(OC)c1,8%,-1%,-10%,17%,-1%,-15%,i,-4%,i
C/C(=N\NC(=O)c1c(Cl)cnn1C)c1ccc(NC(=O)c2ccc(Br)o2)cc1,-7%,-17%,1%,9%,-27%,-32%,-2%,0%,i
CCOC(=O)c1c(C)n(C)c2cc(Br)c(OC)cc12,15%,-3%,4%,-10%,6%,-3%,i,0%,i
CCc1nc2ccccc2n1CCCCOc1ccccc1C,6%,-1%,.,-23%,?,-3%,-38%[inhibitor],.,.
O=C(c1cccc(NS(=O)(=O)c2ccc(F)c(F)c2)c1)N1CCN(C(c2ccccc2)c2ccccc2)CC1,-1%,22%,17%,.,4µM*,8%,-32%[inhibitor],-13%,i
O=C(CN1CCCSc2ccccc21)N1CCN(S(=O)(=O)c2cccc(F)c2)CC1,?,?,11%,?,?,2%,-6%,-4%,i
COc1cccc(CC(=O)OCC(=O)Nc2nnc(-c3ccccc3)o2)c1,20%,10%,1%,19%,-23%,-17%,-11%,1%,i
CCS(=O)(=O)N1CCC(C(=O)NCC2CCCO2)CC1 (configuration not stated),-15%,-4%,0%,-24%,-2%,5%,11%[57.5 µM],1%,i
O=C(Nn1cnnc1)c1ccc(Cl)cc1[N+](=O)[O-],0%,-13%,13%,-5%,6%,3%,-13%,2%,i
CCOC(=O)c1cccnc1SCc1cc(=O)n2ccccc2n1,?,-61%[inhibitor],?,2%,0%,-23%,-21%[57.5 µM],-1%,i
Cc1ccsc1C(=O)OCC(=O)Nc1c(C)n(C)n(-c2ccccc2)c1=O,-6%,-6%,-10%,.,-5%,-1%,i,-3%,i
Cc1ccc(OCCCCNC(C)(C)C)c([N+](=O)[O-])c1,3%,13%,-1%,.,?,-4%,i,1%,i
CC(NC(=O)c1cc(F)c(F)c(F)c1F)c1ccc(-n2ccnc2)cc1 (configuration not stated),11%,-8%,-2%,15%,45%[activator],-24%,i,4%,i
COc1cc2c(cc1OC)n(CC(=O)c1ccc(C)cc1C)c(=O)n1nc(CCn3nc(C)cc3C)nc21,18%,-1%,.,-7%,?,2%,-23%,.,.
Cc1ccc(NC(=O)CSc2nnc(CNC(=O)c3ccccc3F)o2)cc1Cl,8%,1%,-9%,0%,1%,-2%,-5%,0%,i
CCC(=O)N1CCN(c2ccccc2NC(=O)COc2cccc(C)c2C)CC1,?,-24%,2%,.,?,18%,i,0%,i
COc1ccc2cc(C3(C)NC(=O)N(CC(=O)NCCC4=CCCCC4)C3=O)ccc2c1 (configuration not stated),-19%,-2%,-2%,8%,-27%,-30%,-86%[inhibitor][57.5 µM],1%,i
COc1ccc(C(=O)NCC(c2ccc(F)cc2)N2CCOCC2)cc1S(=O)(=O)N1CCCC1 (configuration not stated),-2%,0%,0%,5%,0%,5%,-10%[57.5 µM],-2%,i
Cc1cc(C)n(-c2nc3c(c(=O)n(C)c(=O)n3C)n2CCO)n1,-3%,4%,-1%,-1%,9%[7.66 µM],-5%[7.66 µM],-33%[inhibitor],1%,i
Cc1ccc(S(=O)(=O)CC(O)COc2ccccc2C#N)cc1 (configuration not stated),-3%,0%,0%,-4%,5%,6%,i,0%,i
CC(=O)Nc1cccc(C(=O)NC(C)c2ccc(-n3ccnc3)cc2)c1 (configuration not stated),-13%,-10%,-7%,0%,8%,-3%,-35%[inhibitor],0%,i
CC(C)C(NS(=O)(=O)c1ccc2c(c1)OCCO2)C(=O)NCCc1ccccn1 (configuration not stated),-17%,1%,-11%,24%,-1%,2%,i,1%,i
CC1(C)CC(=O)C=C(Nc2ccc3c(c2)CCC3)C1,-33%[inhibitor],-5%,-16%,-10%,15%,-1%,i,1%,i

# As entered above.
# CC(NC(=O)c1cc(F)c(F)c(F)c1F)c1ccc(-n2ccnc2)cc1 (configuration not stated) in aSyn yeast inh = -2%
# Cc1ccc(NC(=O)CSc2nnc(CNC(=O)c3ccccc3F)o2)cc1Cl in TDP43 rescue = 8%
# Cc1ccc(S(=O)(=O)CC(O)COc2ccccc2C#N)cc1 (configuration not stated) in TDP43 rescue = -3%
# Cc1ccsc1C(=O)OCC(=O)Nc1c(C)n(C)n(-c2ccccc2)c1=O in Abeta yeast res = -6%
